# From PubChem BioAssay
# GPR35 arrestin U2OS: GPR35 antagonists blocking zaprinast-driven arrestin recruitment, primary screen, imaging, U2OS, beta-arrestin-GFP, zaprinast agonist (AID 2058). 0.052% of 290,000 active. inhibition, % at 10 µM, or IC50 in µM where a hit was titrated. G-protein coupled receptor 35 (Homo sapiens). U2OS GPR35 beta-arrestin-GFP translocation imaging, zaprinast antagonism; higher % means a stronger effect;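 active means inhibition of at least 50% with at least 30 cells and total cytoplasm GFP at most 10,000,000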
# MgcRacGAP inhibition: MgcRacGAP GTPase-activating activity inhibitors, confirmation, biochemical, ADP Hunter fluorescence. Rac GTPase-activating protein 1 (Homo sapiens). MgcRacGAP-stimulated Rac1 GTP hydrolysis, ADP Hunter fluorescence; higher % means a stronger effect; GST-tagged Rac1 F28L mutant substrate. one-dose inhibition, % at 30 µM; IC50 in µM for titrated hits. 0.6% of 340,000 active;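 active means first-screen hits whose inhibition reached a set limit at any dose in the follow-up dose series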;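 further: fluorescence reports GDP produced by GAP-driven GTP hydrolysis; strong numbers were not always called active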
# Large T inhibition: SV40 large T antigen inhibitors, biochemical (AID 1903); SV40 large T antigen ATPase/helicase inhibition assay; higher % means a stronger effect; inhibition, % at 20 µM, or IC50 in µM where a hit was titrated; 0.39% of 310,000 active; in the data active means a potency from the dose series; further: strong numbers were not always called active
# UTI89 phage lysis: inhibition of K1F phage lysis, E. coli UTI89, bacterial capsule biogenesis inhibitors, alamar blue (AID 488966); E. coli UTI89 K1F phage lysis, alamar blue, 2 h; higher % means a stronger effect; inhibition, % at 100 µM; hits with a dose series show IC50 in µM; 0.02% of 340,000 active;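 active means phage lysis inhibition, versus mean bacterial control, above a set limit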;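 further: capsule biogenesis inhibitors block K1F phage lysis so surviving cells raise fluorescence; higher fluorescence means more inhibition of phage lysis; actives were called in the ten point dose series up to 300 µM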
# HIV fusion peptide: inhibitors of HIV fusion peptide binding, primary screen, biochemical, uHTS, fluorescence dequenching (AID 1986). inhibition, % at 20 µM, or IC50 in µM where a hit was titrated. cell-free peptide binding, fluorescence dequenching, 30 min; higher % means a stronger effect. 0.3% of 290,000 active; in the data active means inhibition mostly above about 52%, no sharp cut-off; inactive means mostly below about 76%; further: some results filed as inactive read as strong as hits
# NS5 inhibitors: Dengue-2 NS5 methyltransferase inhibitors, primary screen, biochemical, confirmation dose response (AID 588689); Dengue-2 NS5 methyltransferase capping enzyme assay, biochemical; higher % means a stronger effect; 0.3% of 340,000 active; inhibition, % at 25 µM, or IC50 in µM where a hit was titrated; in the data active means a potency from the dose series
# RSV antiviral HEp-2: RSV antiviral activity via CPE protection, HEp-2 cells, primary 10 µM value included (AID 2391); one-dose CPE inhibition, % at 10 µM; IC50 in µM for titrated hits; HEp-2 cells, RSV-induced CPE inhibition; higher % means a stronger effect; 0.13% of 310,000 active; in the data active means a potency from the dose series; further: strong numbers were not always called active
# GPR55 antagonists: GPR55 antagonists blocking LPI-driven arrestin recruitment, primary screen, imaging, U2OS, beta-arrestin-GFP, LPI agonist (AID 2013); G-protein coupled receptor 55 (Homo sapiens); U2OS GPR55 beta-arrestin-GFP translocation imaging, LPI antagonism; higher % means a stronger effect; one-dose inhibition, % at 10 µM; IC50 in µM for titrated hits; 0.13% of 290,000 active;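 active means spots per cell inhibited over 60%, with over 100 cells counted and total cytoplasm intensity under 500,000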;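 further: U2OS cells stably carrying GPR55 and arrestin-GFP stimulated by 5 µM LPI near EC80; imaged beta-arrestin-GFP aggregate spots per cell after agonist stimulation; plate controls were LPI-stimulated DMSO wells for no effect and DMSO wells without LPI for full effect; some results filed as inactive read as strong as hits; confirmed hits need IC50 under 10 µM and bright autofluorescent wells are also inconclusive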
# Salmonella PhoP GFP: inhibitors of PhoP regulon expression, primary screen, Salmonella Typhimurium, GFP reporter (AID 1863). inhibition, % at 50 µM, or IC50 in µM where a hit was titrated. 0.16% of 300,000 active. S. Typhimurium PhoP-regulated promoter GFP reporter, 4 h; higher % means a stronger effect;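 active means inhibition over 29.93%, a cutoff 3 SD above the screen mean, later confirmed by dose response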;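 further: 0% = low Mg2+ inducing control and 100% = high Mg2+ repressing control; strong numbers were not always called active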
# NS5 inhibitors pilot replicate: second read-out of NS5 inhibitors, no call of its own (marks repeat the call); inhibition, %; measured here: pilot screen replicate inhibition
# Active calls of the source: *; · = no result given; [ ] = remark or other dose.
SMILES,GPR35 arrestin U2OS,MgcRacGAP inhibition,Large T inhibition,UTI89 phage lysis,HIV fusion peptide,NS5 inhibitors,RSV antiviral HEp-2,GPR55 antagonists,Salmonella PhoP GFP,others
CCN(CC)CCNC(=O)CNC(=O)c1nn(-c2ccc(OC)cc2)c(=O)c2ccccc12,3%,1%,2%,0.3%,0.7%,-13%,-0.6%,2%,-1%,
CC1CCCCN1CCCNc1ccc(C(CC(N)=O)NC(=O)Cc2ccc(Br)cc2)cc1[N+](=O)[O-] (centres undefined),-2%,-2%,5%,1.0%,0.0%,-3%,-0.7%,2%,2%,
CN(C)/C=C(/C(=O)c1ccc(F)cc1)S(=O)(=O)c1ccc(F)cc1,-2%,6%,10%,-0.2%,0.0%,-3%,0.5%,3%,-2%,
CCCCn1c(N)c(-c2nc3ccccc3o2)c2c([N+](=O)[O-])nn(C)c(=O)c21,3%,12%,7%,0.2%,-7.3%,-8%,0.4%,13%,-4%,
O=C(Nc1ccc(Cl)c(Cl)c1)Nc1nccs1,2%,10%,8%,1.8%,2.3%,1%,15%,-23%,·,
Cc1cc(C)n(CC(O)CN(c2ccccc2)S(=O)(=O)c2ccccc2)n1 (centres undefined),-4%,8%,5%,0.4%,-1.9%,-4%,1.4%,15%,3%,
COc1cc(NC(=O)CCS(=O)(=O)c2ccc3c(c2)oc(=O)n3C)cc(OC)c1OC,-6%,10%,13%,1.8%,0.7%,-9%,2.2%,-3%,-1%,
Cc1ccc(-n2[nH]c(C)c(/C=C3/C=Nc4ccccc43)c2=O)cc1C,-10%,2%,3%,0.6%[50 µM],0.8%,1%,5.4%,12%,-7%,
Cc1ccc(S(=O)(=O)c2c(C)nn(C(C)(C)C)c2OC(=O)C(C)C)cc1,-3%,7%,5%,-0.2%,-2.8%,-6%,4.3%,9%,-1%,
Cc1ccc(NC(=O)C2CCCN2C(=O)Oc2ccccc2)c(C)c1 (centres undefined),8%,-7%,9%,0.0%,0.0%,-1%,2.3%,-3%,-2%,
NC(=O)C(NC(=O)OCc1ccccc1)c1ccccc1 (centres undefined),·,3%,20%,-0.2%,·,-4%,3.0%,·,·,
Cc1cc(SCC(=O)Nc2cccc(S(=O)(=O)NC3=NCCCCC3)c2)nc2ccccc12,9%,11%,10%,1.0%[50 µM],-0.5%,7%,46%,-5%,-11%,
CCOc1ccc2nc(NC(=O)c3cnc(C)cn3)sc2c1,-17%,12%,7%,0.0%,0.0%,3%,1.0%,-7%,10%,
Cc1cnc(NC(=O)c2ccc(Cl)nc2)s1,0%,1%,6%,0.2%,0.6%,-2%,1.1%,12%,-3%,
Cc1ccccc1N1C(=O)CC(N(O)c2ccccc2)C1=O (centres undefined),-12%,2%,19%,1.5%,-0.7%,4%,0.7%,-8%,-1%,
CCCCNC(=O)c1onc(CSc2cccc(OC)c2)c1C(=O)O,-7%,6%,13%,-0.1%,-2.1%,-4%,0.4%,14%,-14%,
O=C(NC1=NCCS1)c1ccc(Cl)c(S(=O)(=O)N2CCc3ccccc32)c1,-9%,8%,-2%,0.3%,0.9%,-1%,4.7%,0%,·,
O=C(NC1CCCCC1)N1CCCC(CNS(=O)(=O)Cc2ccccc2)C1 (centres undefined),-1%,10%,13%,0.7%,1.2%,-8%,1.4%,9%,-9%,
COc1c(C)cccc1C(=O)Nc1ccc(CN2CCCCC2)cc1,-24%,12%,15%,0.4%,0.5%,-4%,-2.2%,7%,-3%,
Cc1ccc2cccc(OCc3nnc(SCC(=O)O)n3C)c2n1,0%,-2%,1%,-0.7%,1.2%,-2%,0.6%,1%,-5%,
CC(C)(C)c1ccc(COn2ccnc2)cc1,9%,2%,9%,2.2%,1.0%,5%,2.2%,4%,-8%,
COc1cc(OC)c(Cl)cc1N,-1%,36µM*,20%,-0.1%,2.5%,0%,0.9%,0%,-6%,
CCn1c(Cc2cccs2)nnc1SCC(=O)c1ccc(C)cc1,11%,12%,17%,-0.5%,-2.3%,-5%,1.0%,4%,-8%,
CCN1C(=O)[C@H]2[C@@H](c3ccc(-c4cc(C(C)=O)cs4)cc3)N3CCC[C@@]3(C(=O)OC)[C@H]2C1=O,·,2%,13%,-0.3%,·,1%,1.1%,·,·,
Nc1ccn(CC(=O)N2CCN(c3ccccn3)CC2)c(=O)n1,·,-5%,·,-0.3%,·,-11%,0.6%,·,·,
CC(C)N1CCC(N2CCN(Cc3ccc(-c4ccccc4Cl)o3)CC2CCO)CC1 (centres undefined),4%,3%,-9%,-2.1%,-0.8%,-14%,-3.1%,3%,10%,
CCCN1Cc2cccc(C(N)=O)c2C1=O,-4%,9%,4%,0.0%,2.1%,-7%,1.0%,5%,16%,
Cc1ccc(C2C3C(=O)N(c4ccccc4)C(=O)C3N3CCCN23)cc1 (centres undefined),-15%,7%,8%,0.6%,-0.5%,-2%,0.5%,0%,-9%,
CCCn1c(=N)n(CC(O)c2ccc(C)cc2)c2ccccc21 (centres undefined),2%,6%,5%,0.5%,0.2%,-5%,-0.2%,6%,-7%,
COCCc1nc2ccc(C(=O)N3CCCCC3COC)cc2o1 (centres undefined),-14%,10%,11%,1.3%,1.0%,-1%,2.5%,7%,-7%,
CCOC(=O)C1CCCN(C(=O)CN(c2ccc(OC)cc2)S(=O)(=O)c2c(C)noc2C)C1 (centres undefined),7%,5%,5%,-7.6%,3.5%,-2%,0.5%,-1%,-7%,
Cc1cc(C(=O)NNC(=O)c2cccs2)nn1C(C)(C)C,6%,8%,27%,-0.6%[50 µM],-0.5%,-3%,0.4%,18%,-5%,
Cc1ccc2cc(CN(C(=O)c3cccs3)c3ccccc3)c(=O)[nH]c2c1,-2%,16%,12%,0.2%,0.3%,0%,0.6%,-6%,5%,
COc1ccc(NC(=O)CNC(c2ccccc2)c2ccccc2)cc1,0%,29%,4%,-2.7%,1.3%,1%,2.0%,4%,-10%,
CC(C)OC(=O)c1sc2nc(-c3ccccc3)ccc2c1N,5%,1%,7%,7.1%,0.5%,-6%,5.4%,2%,-9%,
Cc1nn(-c2ccccc2)c(Cl)c1C(=O)Nc1ccccc1,9%,4%,1%,0.0%,-0.4%,5%,6.2%,7%,-2%,NS5 inhibitors pilot replicate=-3.2

# Five entries drawn at random from the list so far:
SMILES,GPR35 arrestin U2OS,MgcRacGAP inhibition,Large T inhibition,UTI89 phage lysis,HIV fusion peptide,NS5 inhibitors,RSV antiviral HEp-2,GPR55 antagonists,Salmonella PhoP GFP,others
Cc1ccccc1N1C(=O)CC(N(O)c2ccccc2)C1=O (centres undefined),-12%,2%,19%,1.5%,-0.7%,4%,0.7%,-8%,-1%,
NC(=O)C(NC(=O)OCc1ccccc1)c1ccccc1 (centres undefined),·,3%,20%,-0.2%,·,-4%,3.0%,·,·,
CN(C)/C=C(/C(=O)c1ccc(F)cc1)S(=O)(=O)c1ccc(F)cc1,-2%,6%,10%,-0.2%,0.0%,-3%,0.5%,3%,-2%,
O=C(NC1CCCCC1)N1CCCC(CNS(=O)(=O)Cc2ccccc2)C1 (centres undefined),-1%,10%,13%,0.7%,1.2%,-8%,1.4%,9%,-9%,
COc1cc(OC)c(Cl)cc1N,-1%,36µM*,20%,-0.1%,2.5%,0%,0.9%,0%,-6%,

# Later entries:
SMILES,GPR35 arrestin U2OS,MgcRacGAP inhibition,Large T inhibition,UTI89 phage lysis,HIV fusion peptide,NS5 inhibitors,RSV antiviral HEp-2,GPR55 antagonists,Salmonella PhoP GFP,others
Cc1ccc(C(C)(C)NC(=O)C2CCC(=O)N(CCCN3CCOCC3)C2)cc1 (centres undefined),-7%,-1%,9%,0.1%,-1.3%,-5%,2.5%,-10%,-10%,
Cc1ccc(N(CC(O)CN2CCOCC2)S(=O)(=O)c2ccc([N+](=O)[O-])cc2)cc1 (centres undefined),0%,3%,0%,0.0%,0.8%,-2%,1.1%,-1%,-2%,
COc1ccc(N2CCN(C(=O)c3ccncc3)CC2)cc1,-3%,15%,10%,2.6%,-2.0%,1%,0.0%,10%,-10%,
O=c1n(-c2ccccc2)c(=O)n2n1CCCC2,-2%,0%,11%,0.3%,1.1%,-1%,0.3%,1%,3%,
C=CCn1cc(C(=O)NCc2cccnc2)c(=O)c2cc(S(=O)(=O)N(CC)CC)ccc21,-10%,-4%,6%,4.9%,-0.5%,20%,2.6%,-1%,-5%,
CCc1noc(C)c1C(=O)NNC(=O)c1ccc(Br)cc1,·,6%,12%,1.2%[50 µM],·,0%,-1.3%,·,5%,
COc1ccc(Cl)cc1NC(=O)COC(=O)CCCN1C(=O)c2ccccc2C1=O,-4%,1%,25%,-6.5%,-2.1%,-1%,3.4%,2%,15%,
N=C1c2ccccc2CN1NC(=O)COc1ccc(Cl)cc1,8%,4%,7%,0.8%,-0.4%,6%,-1.1%,3%,9%,
COc1ccccc1C(=O)N1c2ccccc2Sc2ccccc21,-15%,-1%,22%,0.6%[50 µM],-1.6%,-6%,9.0%,15%,10%,
CC1CCN(CCCn2c(SCC(=O)Nc3ccccc3Cl)nc3ccccc3c2=O)CC1,-12%,-7%,7%,0.1%,1.6%,-1%,-1.8%,12%,4%,
Cc1ccc(S(=O)(=O)N2CCCc3cc(NC(=O)c4c(F)cccc4F)ccc32)cc1,5%,3%,7%,0.5%,0.9%,19%,·,-2%,4%,

# 3 structures out of the list, arranged by length of the SMILES, smallest number first:
SMILES,GPR35 arrestin U2OS,MgcRacGAP inhibition,Large T inhibition,UTI89 phage lysis,HIV fusion peptide,NS5 inhibitors,RSV antiviral HEp-2,GPR55 antagonists,Salmonella PhoP GFP,others
O=c1n(-c2ccccc2)c(=O)n2n1CCCC2,-2%,0%,11%,0.3%,1.1%,-1%,0.3%,1%,3%,
COc1ccc(N2CCN(C(=O)c3ccncc3)CC2)cc1,-3%,15%,10%,2.6%,-2.0%,1%,0.0%,10%,-10%,
CCc1noc(C)c1C(=O)NNC(=O)c1ccc(Br)cc1,·,6%,12%,1.2%[50 µM],·,0%,-1.3%,·,5%,
